Source: PubChem BioAssay
DT40 TDP1 CPT – growth inhibition of DT40 Tdp1-/-;hTDP1 cells with camptothecin (screen for TDP1 inhibitors); chicken DT40 Tdp1-/-;hTDP1 cells + 20 nM CPT, ATP luminescence, 48 h; Potency, µM (highest dose often 46.2 µM), for inactives: at the top dose activity change, negative = growth inhibition, actives largely listed as inhibitors; actives 12% (n = 420,000); AID 686979; note: nearly all actives have a fitted effect of over 55% in size
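Chicken DT40 Tdp1-/- cells stably complemented with human TDP1 were seeded at 400 cells/well in medium containing 20 nM camptothecin, exposed to pin-transferred compounds, and grown at 37 °C for at least 48 hr. Viability was read as ATP luminescence.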
TDP1 cell noCPT – qHTS for Inhibitors of human tyrosyl-DNA phosphodiesterase 1 (TDP1): qHTS in cells in absence of CPT; DT40 Tdp1-/- hTDP1 cells, no CPT, ATP luminescence, 48 h; actives 15% (n = 420,000); AID 686978, 2013; Potency, µM (doses to about 46.2 µM), for inactives: at the highest dose activity change, negative = growth inhibition, hits mostly inhibitors; note: nearly all actives have a fitted effect of over 55% in size
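Stably hTDP1-transfected Tdp1-null chicken DT40 cells were treated with library compounds minus camptothecin and grown for at least 48 hr at 37 °C, after which cellular ATP was quantified by luminescence.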
GCN5L2 inh – inhibitors of human GCN5L2 histone acetyltransferase | Q92830 | GCN5L2 HAT assay, ThioGlo1 CoA-SH fluorescence | AID 504327 | Potency, µM (top dose mostly 58.9 µM), for inactives: at the top dose activity change, negative = inhibition, usual class: inhibitors | actives 0.21% (n = 390,000)
Target sequence (Q92830 whole entry, looked up): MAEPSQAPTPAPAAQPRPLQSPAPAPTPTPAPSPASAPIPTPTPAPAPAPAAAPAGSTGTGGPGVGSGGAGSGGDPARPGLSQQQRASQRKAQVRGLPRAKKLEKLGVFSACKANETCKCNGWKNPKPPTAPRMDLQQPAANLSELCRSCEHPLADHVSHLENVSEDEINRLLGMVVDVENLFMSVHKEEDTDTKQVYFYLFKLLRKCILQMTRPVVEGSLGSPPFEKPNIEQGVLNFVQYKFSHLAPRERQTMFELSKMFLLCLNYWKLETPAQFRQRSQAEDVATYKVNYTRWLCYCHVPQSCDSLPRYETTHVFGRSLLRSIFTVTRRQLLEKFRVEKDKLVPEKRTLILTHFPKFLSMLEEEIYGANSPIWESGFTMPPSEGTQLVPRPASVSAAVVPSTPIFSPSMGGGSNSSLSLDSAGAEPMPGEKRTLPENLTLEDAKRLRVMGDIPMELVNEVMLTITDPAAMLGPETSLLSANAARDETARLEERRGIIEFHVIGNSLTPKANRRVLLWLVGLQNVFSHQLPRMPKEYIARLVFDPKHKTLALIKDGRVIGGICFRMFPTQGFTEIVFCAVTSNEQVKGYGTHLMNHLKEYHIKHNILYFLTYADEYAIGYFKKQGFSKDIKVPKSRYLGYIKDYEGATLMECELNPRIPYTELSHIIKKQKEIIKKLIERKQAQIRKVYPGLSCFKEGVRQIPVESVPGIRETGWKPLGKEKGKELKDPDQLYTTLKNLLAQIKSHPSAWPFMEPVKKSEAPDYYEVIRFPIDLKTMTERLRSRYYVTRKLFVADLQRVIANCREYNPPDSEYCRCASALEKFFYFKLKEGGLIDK
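Fluorescence readout, Ex340nm/Em540nm: ThioGlo1 (50uM final) reacts with free CoA thiol released as 20nM GCN5L2 acetylates H3(1-25) peptide (75uM) using acetyl-CoA (70uM). Compound and enzyme sat 15 min beforehand; 20 min room-temperature reaction.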
Active calls of the source: *; [ ] = dose if it differs, or a comment. Calls come from the whole dose curve; as a rule, active = well fitted curve in the direction sought with a large enough effect; inconclusive = small, poorly fitted or top-dose-only effect, or another doubt; inactive = no such curve, though single readings can be large; an effect the other way counts as inactive or inconclusive. % is set by controls: 0 for no effect and ±100 for the full control effect; potency is the fitted concentration of half-maximal effect.

Results for CSCCC(=O)NC1CCCN(CCc2ccccc2)C1 (centres undefined) ?
DT40 TDP1 CPT: -4%; TDP1 cell noCPT: -1%; GCN5L2 inh: -13%

How did O=C(CSc1nnc(COc2ccc(Cl)cc2)o1)N(c1ccccc1)C1CCS(=O)(=O)C1 (centres undefined) do in these assays?
DT40 TDP1 CPT: inconclusive; TDP1 cell noCPT: 13µM*

Results for O=C(COC(=O)Cc1ccc(F)cc1)NC1CCCCCC1 ?
DT40 TDP1 CPT: -12%; TDP1 cell noCPT: -4%; GCN5L2 inh: -19%

What do the screens show for `Cc1ccc(OC(=O)COc2ccccc2C)c(-n2nc3ccccc3n2)c1`?
DT40 TDP1 CPT: -10%; TDP1 cell noCPT: -19%; GCN5L2 inh: -5%

How did CCN1CCN(C(=O)c2ccccc2Nc2ccc(SC(F)F)cc2)CC1 do in these assays?
DT40 TDP1 CPT: -9%; TDP1 cell noCPT: -22%; GCN5L2 inh: 3%

How did CCCC1(CCC)NC(=O)N(CC(=O)c2cc(C)n(-c3ccc4c(c3)OCO4)c2C)C1=O do in these assays?
DT40 TDP1 CPT: inconclusive; TDP1 cell noCPT: 21µM*; GCN5L2 inh: -5%

What do the screens show for `CSc1ccc(CN(C)C(=O)C23CC4CC(CC(Cl)(C4)C2)C3)cc1`?
DT40 TDP1 CPT: inconclusive; TDP1 cell noCPT: inconclusive; GCN5L2 inh: -6%

How did CCOC(=O)C1=C(C)N(C[C@@H]2CC[C@@H](Cc3ccc(-c4ccccc4)cc3)O2)C(=O)NC1c1ccc([N+](=O)[O-])cc1 (some centres undefined) do in these assays?
DT40 TDP1 CPT: 23µM*; TDP1 cell noCPT: inconclusive; GCN5L2 inh: -10%

Results for Cc1cc(CNC(=O)COc2ccc([N+](=O)[O-])cc2)c2ccccc2n1 ?
DT40 TDP1 CPT: 2%; TDP1 cell noCPT: -18%; GCN5L2 inh: -4%

What do the screens show for `C=CC[C@@H](CC(=O)N[C@H](CO)Cc1ccccc1)C(=O)N[C@@H](C)COC(=O)[C@@H](CC=C)Cc1ccc(F)cc1`?
DT40 TDP1 CPT: inconclusive; TDP1 cell noCPT: 18µM*; GCN5L2 inh: -22%

Next part; the last two above are carried over.
Results for Cc1cc(CNC(=O)COc2ccc([N+](=O)[O-])cc2)c2ccccc2n1 ?
DT40 TDP1 CPT: 2%; TDP1 cell noCPT: -18%; GCN5L2 inh: -4%

What do the screens show for `C=CC[C@@H](CC(=O)N[C@H](CO)Cc1ccccc1)C(=O)N[C@@H](C)COC(=O)[C@@H](CC=C)Cc1ccc(F)cc1`?
DT40 TDP1 CPT: inconclusive; TDP1 cell noCPT: 18µM*; GCN5L2 inh: -22%

Results for O=C(c1ccc2c(c1)N(Cc1c(F)cccc1Cl)C(=O)c1ccccc1S2)N1CCOCC1 ?
DT40 TDP1 CPT: -20%; TDP1 cell noCPT: inconclusive; GCN5L2 inh: 3%

What do the screens show for `COc1ccc(CNC(=O)c2cccnc2Sc2ccc(C)c(C)c2)cc1`?
DT40 TDP1 CPT: -18%; TDP1 cell noCPT: inconclusive; GCN5L2 inh: -2%

How did Cc1ccc(C2SCCN2C(=O)c2ccc([N+](=O)[O-])cc2)cc1 (centres undefined) do in these assays?
DT40 TDP1 CPT: -21%; TDP1 cell noCPT: inconclusive; GCN5L2 inh: 1%

What do the screens show for `CC(=O)c1cccc(NC(=S)NCCC2=CCCCC2)c1`?
DT40 TDP1 CPT: 16µM*; TDP1 cell noCPT: 15µM*; GCN5L2 inh: -6%

What do the screens show for `Cc1ccc(S(=O)(=O)c2c(C)cc(C)[nH]c2=O)c(C)c1`?
DT40 TDP1 CPT: 5%; TDP1 cell noCPT: -21%; GCN5L2 inh: 6%

Results for CCOC(=O)C1=NNC2(c3ccc(Cl)cc3)C(=O)N(c3ccc(C)cc3)C(=O)C12 (centres undefined) ?
DT40 TDP1 CPT: -22%; TDP1 cell noCPT: 1%; GCN5L2 inh: -6%

How did COCCn1c(=NC(=O)c2ccc3c(c2)OCCO3)sc2cc(S(N)(=O)=O)ccc21 do in these assays?
DT40 TDP1 CPT: -24%; TDP1 cell noCPT: inconclusive; GCN5L2 inh: -13%

How did COc1ccc(-c2ccc(C(=O)N(C)Cc3csc(C)n3)c(N3CCC(N4CCc5ccccc5C4)CC3)n2)cc1 do in these assays?
DT40 TDP1 CPT: 8%[9.04 µM]; TDP1 cell noCPT: -21%

What do the screens show for `Cc1cccc(S(=O)(=O)C(C#N)c2nc3ccccc3nc2N2CCCC2)c1` (centres undefined)?
DT40 TDP1 CPT: -23%; TDP1 cell noCPT: inconclusive; GCN5L2 inh: -1%

What do the screens show for `COc1ccccc1N1CCN(C2CCCN(S(=O)(=O)c3ccccc3)C2)CC1` (centres undefined)?
DT40 TDP1 CPT: -25%; TDP1 cell noCPT: inconclusive; GCN5L2 inh: -4%

Results for O=C1N(c2ccccc2)C2CS(=O)(=O)CC2N1c1ccc(Br)cc1 (centres undefined) ?
DT40 TDP1 CPT: -18%; TDP1 cell noCPT: inconclusive; GCN5L2 inh: -6%

How did Cc1ccc(-c2nc3scc(CCNC(=O)Cc4ccc(Cl)cc4)n3n2)cc1 do in these assays?
DT40 TDP1 CPT: 15µM*; TDP1 cell noCPT: 18µM*; GCN5L2 inh: -21%

What do the screens show for `Cc1nn(CC(=O)NC(=O)c2ccccc2)c(C)c1[N+](=O)[O-]`?
DT40 TDP1 CPT: -10%; TDP1 cell noCPT: 15%; GCN5L2 inh: -3%

Results for CCOC(=O)C(NC(=O)c1ccccc1Cl)(Nc1ccc(C(F)(F)F)cc1)C(F)(F)F (centres undefined) ?
DT40 TDP1 CPT: inconclusive; TDP1 cell noCPT: inconclusive; GCN5L2 inh: 0%

What do the screens show for `C=CCNc1nc2c3ccccc3n(C(C)=O)c2s1`?
DT40 TDP1 CPT: inconclusive; TDP1 cell noCPT: inconclusive; GCN5L2 inh: -3%

What do the screens show for `Cc1ccc(S(=O)(=O)Nc2ccccc2)cc1[N+](=O)[O-]`?
DT40 TDP1 CPT: -15%; TDP1 cell noCPT: -14%

Results for C=C(C)C(=O)Nc1cccc(C2=NOC3(C2)C[C@H](C(N)=O)N(C(=O)c2ccccc2)C3)c1 (some centres undefined) ?
DT40 TDP1 CPT: -2%; TDP1 cell noCPT: -6%; GCN5L2 inh: -1%

What do the screens show for `C/C(=N\NC(=O)c1cc2ccccc2cc1O)c1cc2ccccc2o1`?
DT40 TDP1 CPT: inconclusive; TDP1 cell noCPT: 15µM*; GCN5L2 inh: inconclusive

What do the screens show for `CC1=C(C(=O)Nc2ccc(Cl)cc2)C(CC(C)C)n2nc(SCc3ccccc3C)nc2N1` (centres undefined)?
DT40 TDP1 CPT: inconclusive; TDP1 cell noCPT: inconclusive; GCN5L2 inh: -9%

How did CN(C)c1ccc(NC(=O)CN2C(=O)c3ccccc3Sc3ccc(C(=O)N4CCCC4)cc32)cc1 do in these assays?
DT40 TDP1 CPT: inconclusive; TDP1 cell noCPT: inconclusive; GCN5L2 inh: -2%

Results for COc1ccc(NC(=O)C2CCCN(S(=O)(=O)c3ccc(Cl)cc3)C2)cc1 (centres undefined) ?
DT40 TDP1 CPT: -1%; TDP1 cell noCPT: -1%; GCN5L2 inh: -4%

How did Cc1ccc(S(=O)(=O)n2c(=O)oc3ccccc32)cc1 do in these assays?
DT40 TDP1 CPT: -2%; TDP1 cell noCPT: -17%; GCN5L2 inh: -7%

Results for CCCC1(c2ccccc2)NC(=O)N(CC(=O)NCc2ccc(C)cc2)C1=O (centres undefined) ?
DT40 TDP1 CPT: -23%; TDP1 cell noCPT: inconclusive; GCN5L2 inh: -12%

Results for CC(C)c1ccc(C2NC(=O)CCC2[N+](=O)[O-])cc1 (centres undefined) ?
DT40 TDP1 CPT: -17%; TDP1 cell noCPT: -1%; GCN5L2 inh: 1%

How did CC(=O)c1cc2c(cc1NC(=O)CSc1nc3ccccc3o1)OCO2 do in these assays?
DT40 TDP1 CPT: -19%; TDP1 cell noCPT: -27%; GCN5L2 inh: 4%

What do the screens show for `Cc1onc(-c2c(F)cccc2Cl)c1C(=O)OCC(=O)NC(c1ccccc1)c1ccccc1`?
DT40 TDP1 CPT: inconclusive; TDP1 cell noCPT: inconclusive; GCN5L2 inh: -6%

Results for COC(=O)c1ccc(SCC(=O)NC2CCCCC2)c([N+](=O)[O-])c1 ?
DT40 TDP1 CPT: 15%; TDP1 cell noCPT: inconclusive; GCN5L2 inh: -5%

What do the screens show for `C=CCN1C(=O)C(O)(CC(=O)c2ccc(OC)cc2OC)c2cc(Br)ccc21` (centres undefined)?
DT40 TDP1 CPT: inconclusive; TDP1 cell noCPT: inconclusive; GCN5L2 inh: -5%

How did Cn1c(NC(=O)COc2ccccc2)cc(=O)n(C)c1=O do in these assays?
DT40 TDP1 CPT: inconclusive; TDP1 cell noCPT: -13%; GCN5L2 inh: -18%

Results for CC(Oc1ccc(Cl)cc1)C(=O)Nc1nccs1 (centres undefined) ?
DT40 TDP1 CPT: 4%; TDP1 cell noCPT: inconclusive; GCN5L2 inh: -4%

Nothing new here: an excerpt of the list.
Results for COc1ccc(NC(=O)C2CCCN(S(=O)(=O)c3ccc(Cl)cc3)C2)cc1 (centres undefined) ?
DT40 TDP1 CPT: -1%; TDP1 cell noCPT: -1%; GCN5L2 inh: -4%

How did Cc1ccc(S(=O)(=O)n2c(=O)oc3ccccc32)cc1 do in these assays?
DT40 TDP1 CPT: -2%; TDP1 cell noCPT: -17%; GCN5L2 inh: -7%

Continuation.
How did COC(=O)c1ccccc1NC(=O)CSc1nc2ccsc2c(=O)n1CCCCC(=O)O do in these assays?
DT40 TDP1 CPT: -28%; TDP1 cell noCPT: -23%

How did CC1Cc2ccccc2N1S(=O)(=O)c1cccc(C(=O)OCC(=O)N2CCOCC2)c1 (centres undefined) do in these assays?
DT40 TDP1 CPT: -11%; TDP1 cell noCPT: -28%; GCN5L2 inh: -2%

How did COc1ccc(CNC(=O)CNC(=O)c2sc3ccccc3c2Cl)cc1OC do in these assays?
DT40 TDP1 CPT: inconclusive; TDP1 cell noCPT: inconclusive; GCN5L2 inh: -5%

How did NCCCCNS(=O)(=O)c1ccc2c(Cl)cccc2c1 do in these assays?
DT40 TDP1 CPT: 12µM*; TDP1 cell noCPT: 12µM*; GCN5L2 inh: 21%[0.501 µM]

What do the screens show for `COc1ccc(CNCc2ccc(C)cc2)c(OC)c1`?
DT40 TDP1 CPT: inconclusive; TDP1 cell noCPT: inconclusive; GCN5L2 inh: 1%

What do the screens show for `c1ccc(CSc2nnc(-c3ccccn3)n2-c2ccccc2)cc1`?
DT40 TDP1 CPT: inconclusive; TDP1 cell noCPT: inconclusive; GCN5L2 inh: 0%

Results for CCCCNC(=O)Nc1ccnn1C1CCCCC1 ?
DT40 TDP1 CPT: -4%; TDP1 cell noCPT: -13%; GCN5L2 inh: -4%

Results for Cc1ccccc1Nc1nnc(SCC(=O)Nc2ncc(C(F)(F)F)cc2Cl)s1 ?
DT40 TDP1 CPT: 3%; TDP1 cell noCPT: -6%; GCN5L2 inh: -9%

Results for CC(C)C1C(=O)N(Cc2cn(CCC3OCCO3)nn2)CCS(=O)(=O)N1Cc1ccc(-c2cccc(N(C)C)c2)cc1 (centres undefined) ?
DT40 TDP1 CPT: -20%; TDP1 cell noCPT: inconclusive

What do the screens show for `CN(C(=O)COc1ccc2c(-c3ccccc3)cc(=O)oc2c1)C1CCS(=O)(=O)C1` (centres undefined)?
DT40 TDP1 CPT: -8%; TDP1 cell noCPT: -2%; GCN5L2 inh: 0%

What do the screens show for `CCOc1cccc(C(=O)NC(c2ccccc2)C(C)C)c1` (centres undefined)?
DT40 TDP1 CPT: -2%; TDP1 cell noCPT: -3%; GCN5L2 inh: 8%

Results for COc1cc2oc(=O)ccc2c(OC)c1CC(O)C(C)(C)O (centres undefined) ?
DT40 TDP1 CPT: 1%; TDP1 cell noCPT: -7%; GCN5L2 inh: 14%

Gathered by group: the compounds so far with a thiophene ring, fused or not.
How did COC(=O)c1ccccc1NC(=O)CSc1nc2ccsc2c(=O)n1CCCCC(=O)O do in these assays?
DT40 TDP1 CPT: -28%; TDP1 cell noCPT: -23%

How did COc1ccc(CNC(=O)CNC(=O)c2sc3ccccc3c2Cl)cc1OC do in these assays?
DT40 TDP1 CPT: inconclusive; TDP1 cell noCPT: inconclusive; GCN5L2 inh: -5%
